# Shiga toxin inh – inhibitors of Shiga toxin in Vero cells; Vero cells, Shiga toxin protein synthesis inhibition reporter; inhibition, % at 38.7 µM; 9.2% of 290,000 active; AID 2315; in the data active means inhibition mostly above about 28%, no sharp cut-off; inactive means mostly below about 43%; further: 0% is about no effect
# HCMV inh – inhibitors of human cytomegalovirus. HFF cells, HCMV-luciferase reporter, 72 h; active compounds read low. activity change, negative = inhibition, % at 57.5 µM. 4.5% of 410,000 active. AID 1259415; in the data active means activity change below about -60%; inconclusive means no clear call, values can overlap the other calls; inactive means above about -39%; further: on the % scale 0 is the no-effect control and ±100 the full control effect
#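 Compounds were evaluated in HFFs infected with an HCMV luciferase reporter virus (MOI 1 PFU/cell). Luciferase in lysates collected 72 h post infection served as the replication measure.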
# AmpC no deterg – inhibitors of E. coli AmpC beta-lactamase without detergent; Potency, µM (doses to about 57.1 µM), inactives show at the highest dose activity change, negative = inhibition, actives largely listed as inhibitors; P00811; AmpC nitrocefin hydrolysis, absorbance 480 nm, 0.0001% Triton; 0.52% of 330,000 active;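 further: potency means the concentration at half of the fitted maximal effect; plate controls were no compound for no effect and no enzyme for full effect; nearly all actives have a fitted effect of over 20% in size; some results filed as inactive show a strong effect at the top dose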
# Target sequence (P00811 whole entry, looked up): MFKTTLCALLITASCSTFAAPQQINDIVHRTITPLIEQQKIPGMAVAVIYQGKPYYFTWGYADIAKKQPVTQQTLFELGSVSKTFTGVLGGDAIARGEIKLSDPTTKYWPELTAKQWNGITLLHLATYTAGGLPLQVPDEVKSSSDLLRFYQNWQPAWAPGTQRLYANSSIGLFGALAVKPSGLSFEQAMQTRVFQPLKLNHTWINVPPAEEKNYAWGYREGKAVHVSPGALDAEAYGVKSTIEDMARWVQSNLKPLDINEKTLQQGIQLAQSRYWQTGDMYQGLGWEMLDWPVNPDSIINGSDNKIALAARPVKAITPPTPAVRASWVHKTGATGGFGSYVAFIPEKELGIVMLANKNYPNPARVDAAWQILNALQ
#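 AmpC (5.3 nM in the dispensed reagent) in 20 mM phosphate pH 7.0 with 0.01% (detergent screen) or 0.0001% Triton X-100 was preincubated with compounds for 15 min at room temperature. Nitrocefin was then added from an 800 uM solution, and hydrolysis was followed at 480 nm.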
# AMA1-RON2 inh – disrupts binding of P. falciparum AMA1 to RON2 | 0.2% of 360,000 active | AID 720542 | AlphaScreen AMA1-biotinylated RON2 peptide binding | Potency, µM (titrated, usually from 58.2 µM), without a hit: top-dose activity change, negative = inhibition, actives largely listed as inhibitors;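 further: potency means the concentration at half of the fitted maximal effect; 0% = vehicle wells and -100% = peptide control; nearly all actives have a fitted effect of over 45% in size; some results filed as inactive show a strong effect at the top dose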
#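 AMA1 (3D7) with his tag at 25 nM final met compounds first, then biotinylated RON2 peptide at 25 nM; detection used donor plus acceptor beads, 10 µg/mL apiece, read by AlphaScreen after 30 min at room temperature.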
# Giardia FBPA inh – inhibitors of Giardia lamblia fructose-1,6-bisphosphate aldolase | 0.71% of 290,000 active | purified Giardia FBPA | Potency, µM (highest dose often 59.6 µM), for the others: top-dose activity, negative = inhibition, hits mostly inhibitors; further: potency means the concentration at half of the fitted maximal effect; on the % scale 0 is the no-effect control and ±100 the full control effect; nearly all actives have a fitted effect of over 55% in size
# Target sequence (A8B2U2 whole entry, looked up): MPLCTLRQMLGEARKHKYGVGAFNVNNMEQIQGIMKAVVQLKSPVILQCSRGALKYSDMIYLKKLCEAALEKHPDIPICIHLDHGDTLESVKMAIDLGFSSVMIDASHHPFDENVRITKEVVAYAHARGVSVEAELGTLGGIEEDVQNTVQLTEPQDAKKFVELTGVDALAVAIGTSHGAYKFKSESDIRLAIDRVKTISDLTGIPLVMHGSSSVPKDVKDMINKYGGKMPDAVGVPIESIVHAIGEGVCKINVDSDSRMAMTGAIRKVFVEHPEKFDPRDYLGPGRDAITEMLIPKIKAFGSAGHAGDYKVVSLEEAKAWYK
#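 40 nM FBPA preincubated 10 min at RT with compound (up to 57.5 uM final), then substrate plus GAPDH/TPI/NAD/arsenate coupling and diaphorase/resazurin added. Fluorescence read after 20 min at RT, 525/598 nm.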
# CHX counter – counter-screen for Shiga toxin inhibitors: cycloheximide protein synthesis inhibition | cell reporter, cycloheximide protein synthesis inhibition counterscreen | max response, % | 12% of 300,000 active | AID 2314; in the data active means max response mostly above about 13%, no sharp cut-off; inactive means mostly below about 14%; further: read at 38.3 µM for the half of the compounds with a filed dose; 0% is about no effect
# AmpC inh detg – AmpC beta-lactamase inhibition with detergent present; P00811; AmpC hydrolysis of nitrocefin, absorbance 480 nm, 0.01% Triton; Potency, µM (series often up to 114 µM), for inactives: top-dose activity change, negative = inhibition, most hits filed as inhibitors; 0.041% of 370,000 active; AID 485294;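 further: potency means the concentration at half of the fitted maximal effect; 0% = no-compound wells and -100% = no-enzyme wells; nearly all actives have a fitted effect of over 25% in size; some results filed as inactive show a strong effect at the top dose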
#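 AmpC (5.3 nM in the dispensed reagent) in 20 mM phosphate pH 7.0 with 0.01% (detergent screen) or 0.0001% Triton X-100 was preincubated with compounds for 15 min at room temperature. Nitrocefin was then added from an 800 uM solution, and hydrolysis was followed at 480 nm.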
# Active calls of the source: *; ? = inconclusive; nt = no result given; & = joins results of further samples; [ ] = remark or other dose. Unless noted, the call rests on the fitted dose curve; in most records, active means well fitted curve in the direction sought with a large enough effect; inconclusive means small, poorly fitted or top-dose-only effect, or another doubt; inactive means no such curve, though single readings can be large; an effect the other way counts as inactive or inconclusive. Compounds were not picked by outcome; any-hit rate near 16%.
# The line under a structure holds: Shiga toxin inh	HCMV inh	AmpC no deterg	AMA1-RON2 inh	Giardia FBPA inh	CHX counter	AmpC inh detg
- CCC(NC(=O)CCc1nnc(-c2cc(C)on2)o1)C12CC3CC(CC(C3)C1)C2 (stereo unspecified)
    30	-22	126%[activator]	-10%	11%	18*	5%
- COC(=O)CCS(=O)(=O)c1ccc(Cl)c(Cl)c1
    9	-7	2%	-1%	8%	1	-4%
- NC(=O)C1=C[C@H](c2ccc(Br)cc2)C[C@H](OCc2ccc(CO)cc2)O1
    56*	67	49%	-4%	-29%	25*	-6%
- O=C(O)c1c[nH]c(=S)n1-c1ccc(F)cc1
    -11	-29	3%	-1%	?	0	3%
- O=C(NC(=S)Nc1cccc(S(=O)(=O)NC2=NCCC2)c1)c1cc(-c2ccco2)nc2ccccc12
    2	-81*	-26%	78%[activator]	-6%	-1	-4%
- CC(=O)c1cc2c(cc1NC(=O)CN1Cc3ccccc3C1=O)OCO2
    31	?	-12%	0%	-2%	7	0%
- O=C(COC(=O)c1ccccc1Cl)Nc1ccc2[nH]c(=O)[nH]c2c1
    nt	-24	-20%	-3%	nt	nt	-6%
- COc1ccc(CN(C(=O)c2snc(C(N)=O)c2N)C(C)C(=O)NCc2ccc(F)cc2)cc1 (stereo unspecified)
    -5	-12	12%	-8%	-10%	-4	2%
- COc1ccc(NC(=O)Cc2nnc(SCC(=O)c3ccccc3)n2C)cc1
    -7	-22	8%	3%	nt	-5	3%
- O=C(Nc1cc(S(=O)(=O)N2CCOCC2)ccc1N1CCCCC1)c1cc(-c2ccccn2)nc2ccccc12
    -4	-13	-20%	-11%	-5%	-1	0%
- c1ccc(-c2cncnc2)cc1
    nt	54	-16%	-1%	nt	nt	5%
- Cn1c(SCC(=O)NCc2ccc3c(c2)OCO3)ncc(C(=O)Nc2ccc(F)cc2)c1=O
    nt	7	0%	0%	nt	nt	-15%
- O=C(N1CCOCC1)N(Cc1ccco1)CC1CCCO1 (stereo unspecified)
    -19	-31	-3%	9%	0%	-3	-13%
- c1ccc(Oc2cc(-n3cncn3)ncn2)cc1
    39*	72	-23%	6%	4%	15	?
- Cc1ccc(Nc2nc(-c3ccccc3)cs2)nc1
    36	8	-39%	-10%	1%	27*	9%
- CCc1nc2ccccc2nc1N1CCN(S(=O)(=O)c2ccc(Cl)cc2)CC1
    -2	0	-5%	-15%	-1%	-1	-18%
- NC(N)=N/N=C/c1ccc(Cl)cc1Cl
    6	-3	-41%	-5%	2%	2	1%
- Cc1ncc([N+](=O)[O-])n1CCOC(=O)NC(Nc1ccc(F)cc1)C(Cl)(Cl)Cl (stereo unspecified)
    -4	-13	10%	-5%	5%	-3	-11%
- Clc1ccc(-n2nnnc2-c2cnc3ccccc3c2-c2ccccc2)cc1
    -9	-72*	22%	-20%	-9%	-3	2%
- CCOC(=O)C(=CNc1ccc(C#N)cc1)C(=O)OCC
    11	-40	0%	8%	0%	-1	-5%

# Next entries
# The line under a structure holds: Shiga toxin inh	HCMV inh	AmpC no deterg	AMA1-RON2 inh	Giardia FBPA inh	CHX counter	AmpC inh detg
- O=C(COC(=O)Cn1cnc2ccccc21)NCCc1ccccc1
    6	31	-17%	-13%	-7%	-8	-7%
- CCC(=O)Nc1ccc2c(c1)nc(CN1CCCCC1)n2C
    -5	-23	-5%	5%	-6%	-5	2%
- C=C(C)CNC(=S)N1CCN(C(c2ccccc2)c2ccccc2)CC1
    3	31	1%	-5%	-2%	6	-9%
- Cc1cc(C)nc(N/N=C/c2sccc2C)n1
    77*	-80*	4%[2.29 µM]	39%[activator]	-17%	26*	-6%
- NC(=O)c1ccccc1N=Cc1ccc2ccccc2c1
    69	-23	0%	2%	1%	38*	-4%
- O=C(NCCCn1ccnc1)c1cn(-c2ccccc2)nc1-c1ccccc1
    22	19	nt	18%	7%	12	-5%
- O=C(Nc1ccc(S(=O)(=O)N2CCOCC2)cc1)c1ccccc1Br
    -12	nt	-39%	-4%	2%	1	-11%
- COc1ccc(-c2nn3cnnc3s2)cc1OC
    -12	15	-9%	6%	0%	-3	-10%
- COC(=O)c1cc(C(=O)OC)n(Cc2ccc(C)cc2)c1C
    57	20	1%	-13%	-11%	8	?
- C=CCOC(=O)C1=C(C)NC(SCC(=O)N(CC)CC)=C(C#N)C1c1ccco1 (stereo unspecified)
    -11	-7&-9	64%[activator]	7%&-5%	0%	2	-1%
- Cc1cc(C)nc(N/N=C/c2ccc3c(c2)OCCO3)n1
    59*	-10	-10%	74%[activator]	-6%	25*	?
- COc1cc([C@@H]2CC(=O)c3c(O)cc(O)cc3O2)ccc1O
    -8	nt	nt	nt	7%	0	nt
- Cc1ccccc1N(C(=O)CNC(=O)c1cccs1)C(C(=O)NC1CCCC1)c1ccncc1 (stereo unspecified)
    10	62	-1%	6%	11%	-8	-2%
- COC(=O)Cc1c(C)nc2nc(Cc3ccccc3)[nH]n2c1=O
    2	-22	-17%	13%	-17%	-1	?
- COC(=O)c1ccc(CSc2nc3c(cnn3-c3ccc(F)cc3)c(=O)[nH]2)o1
    9	35	-32%	1%	-1%	-3	?
- Cc1cc(C)c(NC(=O)CN2C(=O)NC3(CCc4ccccc43)C2=O)c(Cl)c1 (stereo unspecified)
    nt	-14	-17%	3%	nt	nt	nt
- CN(CCC1CCCCO1)C(=O)c1cc(COc2ccc(F)cc2F)on1 (stereo unspecified)
    44	9	98%[activator]	-8%	5%	21*	-7%
- Cn1nnc(CC[N+](C)(C)C)n1
    -5	33	-15%	6%	-1%	-1	5%
- CC(=O)N1CCCN(C(=O)c2cc(COc3c(F)cccc3F)on2)CC1
    12	1	5%	1%	nt	4	14%
- COc1cc(/C=N/NC(N)=O)ccc1OCC(=O)Nc1ccc(C)c(C)c1
    9	-16	?	-18%	-1%	1	-7%

# (next part)
# The line under a structure holds: Shiga toxin inh	HCMV inh	AmpC no deterg	AMA1-RON2 inh	Giardia FBPA inh	CHX counter	AmpC inh detg
- COc1ccc(/C=C/C(=O)NCCCN2CCOCC2)cc1
    -6	23	-1%	4%	3%	2	-4%
- O=C(COC(=O)c1ccc(Cl)nc1)NCc1ccc2c(c1)OCO2
    -6	-11	-13%	-1%	1%	-5	2%
- Cc1c(-c2ccccc2)oc2c(C(=O)OCC(=O)Nc3ccc(C(N)=O)cc3)cccc2c1=O
    -8	4	-20%	-7%	3%	-3	0%
- CCC(Sc1nc(C)cc(C)n1)C(=O)NC1=NN=C(c2ccc(C)cc2)CS1 (stereo unspecified)
    -24	-106*	28%	20%	-3%	-5	-4%
- CN(C(=O)c1cc([N+](=O)[O-])ccc1NCc1cccnc1)c1ccccc1
    4	-26	21%	-4%	4%	-2	-12%
- Cc1ccc(C(=O)Nc2cccc([N+](=O)[O-])c2)cc1S(=O)(=O)Nc1cccc(C(=O)O)c1
    20	-26	-38%	-12%	-2%	1	0%
- Cc1ccsc1C(=O)NNC(=S)NCC(C)C
    9	-11	-3%	71%[activator]	0%	0	-6%
- CCC(Sc1ncccc1C(=O)Oc1cccc([N+](=O)[O-])c1)C(=O)Nc1ccccc1OC (stereo unspecified)
    -9	29	-34%	-28%	5%	1	-6%
- COc1ccc2cc(Br)ccc2c1CC(=O)N(C)C
    3	-11	13%	-3%	-1%	-3	-3%
- CSCCOC(=O)COc1ccc(/C=N/NC(=O)c2nn(C)cc2Cl)cc1
    59*	?	-6%	4%	-1%	28*	-19%
- O=C(NCCC1=CCCCC1)c1cnccn1
    42	89	-20%	20%	0%	20*	-10%
- Cc1ccc(Nc2nnc(-c3ccc4c(c3)OCO4)o2)c(C)c1
    62*	33	-36%	-1%	-19%	32*	-4%
- CCOC(=O)C1(Cc2ccccc2)CCCN(CCO)C1 (stereo unspecified)
    1	-14	1%	2%	1%	-4	10%
- Clc1ccc(C2[C@H]3CN(CC4CCCCC4)[C@H](c4ccccc4)C34CC2(c2cccnc2)C4)cn1 (stereo partly specified)
    -3	-20	71%[activator]	-14%	-5%&-13%	-6	-2%
- COc1ccc(Br)c(C(=O)OCC(=O)NC2CCCCCC2)c1
    nt	-6	2%	16%	nt	nt	-10%
- CC(NC(=O)c1ccc2c(c1)OCO2)c1ccccc1 (stereo unspecified)
    4	4	-5%	-21%	3%	-1	-6%
- CC(C)Cn1c(-c2nn(C)cc2Cl)n[nH]c1=S
    -15	28	-20%	0%	nt	-1	-1%
- O=C1Nc2ccccc2C12OCC1(CO2)COC2(OC1)C(=O)Nc1ccccc12 (stereo unspecified)
    -8	3	-15%	34%[activator]	0%	4	?
- COC(=O)c1ccc(C(NC(=O)OCc2ccccc2)/C(F)=C/[C@@H](C)C(=O)O)cc1 (stereo partly specified)
    4	0	nt	-1%	24%	6	nt
- NNc1nc(N)c2c(n1)-c1ccccc1CC21CCCC1
    -8	?	-38%	-10%	-16%	-3	-10%

# One compound at a time, as listed above:
# `COC(=O)Cc1c(C)nc2nc(Cc3ccccc3)[nH]n2c1=O` in the list: Shiga toxin inh = 2; HCMV inh = -22; AmpC no deterg = -17%; AMA1-RON2 inh = 13%; Giardia FBPA inh = -17%; CHX counter = -1; AmpC inh detg = ?
# `Clc1ccc(-n2nnnc2-c2cnc3ccccc3c2-c2ccccc2)cc1` in the list: Shiga toxin inh = -9; HCMV inh = -72*; AmpC no deterg = 22%; AMA1-RON2 inh = -20%; Giardia FBPA inh = -9%; CHX counter = -3; AmpC inh detg = 2%

# Next section:
# The line under a structure holds: Shiga toxin inh	HCMV inh	AmpC no deterg	AMA1-RON2 inh	Giardia FBPA inh	CHX counter	AmpC inh detg
- CCN(CC)C1CCN(C(=O)c2cc(COc3ccc(-n4cncn4)cc3)on2)C1 (stereo unspecified)
    13	2	10%	-2%	-8%	1	?
- CC(Sc1nc(C(C)(C)C)cc(-c2ccccc2)c1C#N)C(=O)Nc1ccccc1 (stereo unspecified)
    -1	-64*	-31%	-5%	23%	-4	0%
- O=c1c2ccccc2nc(-c2ccccc2)n1CCN1CCOCC1
    -14	14	5%	1%	5%	1	-2%
- Cc1nnc(SC(C)C(=O)Nc2ccc(Cl)cc2Cl)[nH]c1=O (stereo unspecified)
    nt	0	-17%	9%	nt	nt	nt
- O=c1sc2ccccc2n1COc1ccc(Cl)cc1
    72	-23	-27%	83%[activator]	3%	35*	-12%
- CSc1nc(N2CCN(CCO)CC2)c2sc3nc(-c4ccco4)c4c(c3c2n1)CCC4
    -6	nt	34%	nt	16%	1	-11%
- N#Cc1ccc(S(=O)(=O)NC2CCN(Cc3ccccc3)CC2)cc1
    -7	-3	-15%	4%	4%	1	2%
- Cc1c(CC(=O)NCC(=O)O)c(=O)oc2cc3occ(-c4ccccc4)c3cc12
    -6	-25	-17%	7%	-1%	-1	0%
- CCOC(=O)CCCNC(=O)COC(=O)c1cc(Br)c(Br)s1
    -3	-23	10%	-1%	8%	37	?
- COc1ccc(CN2CC(C(=O)NCCCN3CCN(Cc4ccccc4)CC3)CC2=O)cc1 (stereo unspecified)
    -10	nt	70%[activator]	12%	1%	-4	-11%
- CC(=O)Nc1sc(C)c(C)c1C(=O)OCC(=O)N(C)C1CCS(=O)(=O)C1 (stereo unspecified)
    7	9	13%	14%	-11%	-6	1%
